Screening results: PubChem BioAssay, National Center for Advancing Translational Sciences (NCATS)
MmCpn inh: M. maripaludis TRiC chaperonin inhibition | purified Mm-Cpn ATPase, ADP Transcreener TR-FRET | Potency, µM (titrated, usually from 76.9 µM), for the others: at the highest dose activity, negative = inhibition, actives largely listed as inhibitors | 0.031% of 330,000 active | AID 504842; further: potency means the concentration at half of the fitted maximal effect; on the % scale 0 is the no-effect control and ±100 the full control effect; nearly all actives have a fitted effect of over 80% in size
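Purified archaeal Mm-CPN (25nM final) preincubated 10 min at 37degC with compound, then 10uM ATP for 30 min at 37degC; ADP measured by HTRF Transcreener TR-FRET; buffer 30 mM TRIS pH 7.4, 100mM KCl, 5mM MgCl2, 1mM DTT.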
CCT modulator: changes cytosolic chaperonin activity. purified chaperonin ATPase assay, HTRF ADP detection, 30 min. activity change, % (concentration not given with the values), hits read low. 0.3% of 360,000 active. AID 651819; in the data active means activity change below about -30%; further: on the % scale 0 is the no-effect control and ±100 the full control effect
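We incubate TRiC, 40 or 20 nM final, with library compounds at 76 uM and 10 uM ATP for 30 min at 37 °C. ADP formed is detected with Transcreener HTRF reagents after 30 min at room temperature.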
A549 tox: A549 cytotoxicity, counter-screen for Nrf2 inhibitors | Potency, µM (doses to about 46 µM), for the others: at the top dose activity change, negative = cytotoxicity, actives largely listed as inhibitors | 0.16% of 390,000 active | A549 ARE-Fluc cells, CellTiter-Fluor viability, 18-24 h; further: potency means the concentration at half of the fitted maximal effect; on the % scale 0 is the no-effect control and ±100 the full control effect
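Cytotoxicity counterscreen: CellTiter-Fluor fluorescence was measured in A549 ARE_Fluc cells after 18-24 h of compound exposure in a concentration series. The subsequent BugLite luminescent read reports ARE-luciferase activity.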
TGFb inhibitor: blocks TGF-b signaling. 1.2% of 410,000 active. HepG2 CAGA-GFP TGF-b/SMAD3 reporter, GFP fluorescence, 18 h; TGF-beta stimulated, 500 pg/mL final. AID 588855. Potency, µM (top dose mostly 46.1 µM), inactives show at the highest dose activity, negative = inhibition, usual class: inhibitors; further: potency means the concentration at half of the fitted maximal effect; on the % scale 0 is the no-effect control and ±100 the full control effect; nearly all actives have a fitted effect of over 65% in size
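Using HEPG2 CAGA-GFP reporter cells at 1000 cells/well, we pinned test compounds, stimulated with recombinant TGF-beta (500 pg/mL final) and measured total well GFP after 18 h.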
Nrf2 activator: activates Nrf2 signaling | AID 624171 | AREc32 ARE-luciferase reporter (MCF7-derived line), luminescence, 24 h | 0.31% of 410,000 active | Potency, µM (top dose mostly 46.1 µM), for the others: at the highest dose activation, usual class: activators; further: potency means the concentration at half of the fitted maximal effect; % of control where 0% means no effect; nearly all actives have a fitted effect of over 65% in size
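Steps: seed AREc32_Fluc cells (1000/well, 5% FBS OPTI-MEM); incubate overnight at 37 deg C; add 23 nL compound; incubate 24 hr; add Steady-Glo; hold 30 min RT; read luminescence.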
Nrf2 block: inhibitors of Nrf2 signaling; Potency, µM (series often up to 46 µM), for the others: top-dose activity change, negative = inhibition, most hits filed as inhibitors; 2.1% of 360,000 active; A549 ARE-Fluc reporter, luciferase luminescence, 18-24 h; further: potency means the concentration at half of the fitted maximal effect; on the % scale 0 is the no-effect control and ±100 the full control effect; nearly all actives have a fitted effect of over 60% in size
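Reporter: ARE-Fluc in A549. Exposure: 18-24 h, 37 °C, 5% CO2, 5% FBS OPTI-MEM. Readouts: fluorescent cytotoxicity (CellTiter-Fluor), then luminescent Nrf2 signal after BugLite.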
pAkt inh: blocks phosphorylation of Akt. Neuro2A IGF-stimulated pAkt S473 HTRF, 20 min; active compounds read low. activity change, % for hits at 50 µM. 0.32% of 360,000 active. AID 651550; in the data active means activity change below about -80%; inconclusive means mostly about -51% to -80%; further: on the % scale 0 is the no-effect control and ±100 the full control effect
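Single-point screen (50 µM final compound) in Neuro2A cells stimulated 20 min with 6 nM IGF at 37 deg C. After lysis, Ser473-phosphorylated Akt read by HTRF (ex 330 nm, em 615/665 nm) as the 665/615 ratio.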
EPAC2 agonist: EPAC2 (human) agonism. Q8WZA2. EPAC2 activation, biochemical qHTS; response scale: 100% = 6.5 mM cAMP response. Potency, µM (series often up to 154 µM), for the others: at the top dose activation, hits mostly activators. 0.079% of 360,000 active. AID 720711; further: potency means the concentration at half of the fitted maximal effect; nearly all actives have a fitted effect of over 50% in size
Target sequence (Q8WZA2 whole entry, looked up): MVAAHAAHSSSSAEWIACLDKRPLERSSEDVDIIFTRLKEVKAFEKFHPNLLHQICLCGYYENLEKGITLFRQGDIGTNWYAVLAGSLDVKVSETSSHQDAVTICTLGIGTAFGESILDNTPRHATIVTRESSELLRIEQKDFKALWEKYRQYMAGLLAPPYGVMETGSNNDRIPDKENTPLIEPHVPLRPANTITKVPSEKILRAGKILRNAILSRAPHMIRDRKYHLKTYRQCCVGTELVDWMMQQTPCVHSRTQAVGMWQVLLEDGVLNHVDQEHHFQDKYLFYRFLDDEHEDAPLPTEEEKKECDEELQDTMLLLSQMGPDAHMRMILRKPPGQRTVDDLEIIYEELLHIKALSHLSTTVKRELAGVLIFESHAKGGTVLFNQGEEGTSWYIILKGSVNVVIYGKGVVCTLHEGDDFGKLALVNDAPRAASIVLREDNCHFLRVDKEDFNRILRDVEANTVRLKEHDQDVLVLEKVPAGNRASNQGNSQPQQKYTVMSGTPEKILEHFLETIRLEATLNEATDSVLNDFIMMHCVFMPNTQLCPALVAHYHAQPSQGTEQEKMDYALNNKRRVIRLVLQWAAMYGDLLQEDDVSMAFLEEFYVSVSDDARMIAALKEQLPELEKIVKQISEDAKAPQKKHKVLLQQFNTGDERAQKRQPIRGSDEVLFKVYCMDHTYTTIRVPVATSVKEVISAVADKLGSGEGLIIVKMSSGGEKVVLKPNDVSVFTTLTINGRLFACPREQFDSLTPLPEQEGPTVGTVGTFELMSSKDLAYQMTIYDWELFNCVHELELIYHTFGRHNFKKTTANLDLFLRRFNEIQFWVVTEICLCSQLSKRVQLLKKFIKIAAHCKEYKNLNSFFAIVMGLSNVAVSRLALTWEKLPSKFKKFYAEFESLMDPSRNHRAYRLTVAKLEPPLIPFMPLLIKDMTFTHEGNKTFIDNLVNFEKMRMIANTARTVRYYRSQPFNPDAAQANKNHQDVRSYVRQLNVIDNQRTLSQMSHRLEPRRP
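Compounds were added across a concentration range to EPAC2 (100 nM), RAP1B-BODIPY-GDP (250 nM) and GDP (50 uM). After 5 min at room temperature, fluorescence was recorded at 5-min intervals for 30 min.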
EPAC2 antagonist: antagonists of human EPAC2 | Q8WZA2 | EPAC2 GEF exchange of Rap1B-BODIPY-GDP, fluorescence | Potency, µM (titrated, usually from 114 µM), for inactives: at the top dose activity, negative = inhibition, actives largely listed as inhibitors | 0.18% of 360,000 active | AID 720708; further: potency means the concentration at half of the fitted maximal effect; on the % scale 0 is the no-effect control and ±100 the full control effect; nearly all actives have a fitted effect of over 45% in size; many of its hits are not listed in these tables
* hit, by the source's call; i = inactive; ? = inconclusive; nt = not tested or not shown; [ ] = remark or other dose. Unless noted, the call rests on the fitted dose curve; in most records, active means well fitted curve in the direction sought with a large enough effect; inconclusive means small, poorly fitted or top-dose-only effect, or another doubt; inactive means no such curve, though single readings can be large; an effect the other way counts as inactive or inconclusive. Not all compounds are listed (hit frequency here may not be typical).

SMILES	MmCpn inh	CCT modulator	A549 tox	TGFb inhibitor	Nrf2 activator	Nrf2 block	pAkt inh	EPAC2 agonist	EPAC2 antagonist
CCCCCOc1ccc(NC(=O)Cc2csc(C)n2)cc1	nt	nt	-11%	-24%	0.8%	?	nt	nt	nt
Cc1ccc(Nc2nc(-c3ccc(C)cc3)c(CC(=O)O)s2)cc1	-2%	-2.5	8%	-11%	9.7%	1%	i	10%	-3%
O=C(NNc1ccc([N+](=O)[O-])cc1[N+](=O)[O-])C1C2CCCCC21 (configuration not stated)	2%	-4.4	11%	?	7.1%	5%	i	11%	31%[activator]
CCOc1ccc(C(C)NC(=O)C2CCC2)cc1 (configuration not stated)	1%	0.6	8%	15%	-0.5%	-7%	i	2%	16%
COc1cc(C2C(C(N)=O)=C(C)Nc3nc(CCCO)nn32)cc(OC)c1OC (configuration not stated)	2%	1.9	-3%	?	0.1%	-17%	i	7%	3%
CC1CCN(c2nn3c(=O)c(C(=O)NCCc4ccccc4)cnc3s2)CC1	nt	nt	5%	?	0.5%	?	nt	nt	nt
Cc1ccc(C(=O)Nc2cc(Cl)ccc2-n2cncn2)s1	0%	-0.2	3%	-19%	2.5%	1%	i	-2%	-4%
COc1cccc(OC)c1-c1nn2c(-c3cc(-c4ccccc4)n[nH]3)nnc2s1	2%	0.8	-25%	?	-0.1%	?	i	?	11µM*
C=CCn1c(SCc2ccc([N+](=O)[O-])cc2)nnc1C(C)NC(=O)c1ccccc1 (configuration not stated)	-1%	-0.5	-7%	0%	-0.6%	-30%	i	4%	0%
COc1ccc(CNC(=O)Cc2ccc(NC(=O)N3CCSc4ncccc43)cc2)cc1OC	nt	nt	3%	0%	1.0%	?	nt	nt	nt
COc1ccc(N(C(=O)c2snc(C(N)=O)c2N)C(C(=O)NCC2CCCO2)c2ccc(C)o2)cc1OC (configuration not stated)	2%	-0.6	-2%	21%	0.8%	-1%	i	9%	-2%
CCCCCC(=O)N1C[C@@H](O)[C@H](n2cc(-c3ccc(F)cc3)nn2)C[C@@H]1c1ccccc1	nt	-1.2	nt	-24%	5.9%	nt	i	2%	-3%
Cc1ccc(S(=O)(=O)N(C)C[C@H]2Oc3ccc(NC(=O)C4CCCCC4)cc3C(=O)N([C@H](C)CO)C[C@H]2C)cc1	-1%	-0.3	1%	-2%	3.4%	?	i	7%	9%
COc1cccc(C(=O)NC2CC(C)(C)Cc3c2cnn3-c2cccc(F)c2)c1OC (configuration not stated)	-1%	-8.0	0%	-26%	0.2%	-5%	i	12%	-6%
COc1ccc(NC(=S)Nc2cc(C)ccn2)c(OC)c1	0%	-0.5	0%	?	14%	?	i	3%	-4%
CC(=O)Nc1cccc(NS(=O)(=O)c2cn(C)c(=O)n(C)c2=O)c1	0%	-2.9	-4%	2%	-0.9%	1%	i	3%	11%
O=C(CSc1ccc(-c2ccc(F)cc2)nn1)NC1CCCCC1	-2%	-12	1%	3%	0.1%	-14%	i	11%	4%
CC(C)(C)CC(C)(C)NC(=S)Nc1ccc2nc(-c3ccccn3)c(-c3ccccn3)nc2c1	-13%	-1.3	?	-15%	-1.0%	?	i	13%	-5%
CCOC(=O)C1CCN(C(=O)c2ccccc2N(C)S(=O)(=O)c2ccccc2)CC1	2%	-0.6	8%	3%	1.0%	5%	i	2%	0%
CC(=O)Nc1ccc(CC(=O)NCCC(c2ccccc2)c2ccccc2)cc1	-5%	1.1	1%	-5%	-0.9%	?	i	3%	-19%
Cc1ccc(OCc2cc(C(=O)N3CCC(c4ccccc4Cl)C3)no2)cc1C (configuration not stated)	0%	0.2	0%	-24%	-0.5%	?	i	12%	-14%
CCCCN(C(=O)c1ccc(NC(=O)C(C)C)cc1)c1ccccc1	-5%	-2.2	4%	7%	0.5%	7%	i	0%	-8%
O=C(NNC(=O)c1ccccc1-n1cccc1)c1ccc(Cl)nc1	-3%	-0.7	-9%	3%	-0.3%	-2%	i	11%	6%
O=C(NC(Cc1ccccc1)C(=O)O)/C(=C\c1ccco1)NC(=O)c1ccc(Br)cc1 (configuration not stated)	0%	1.6	-6%	8%	-0.3%	7%	i	9%	18%
Cc1cc(=O)[nH]c(N=N/C(=N/Nc2ccccc2C)c2ccccc2)n1	0%	-3.9	3%	-4%	0.1%	-10%	i	0%	-19%
COc1ccc(S(=O)(=O)N2CCCC(C(=O)N3CCN(Cc4ccccc4)CC3)C2)cc1Cl (configuration not stated)	nt	-0.3	nt	-7%	-1.2%	nt	i	14%	-10%
COc1ccc(-n2ncc3c(=O)n(CC(=O)N(C(C)C)C(C)C)cnc32)cc1	-11%	-3.1	6%	-5%	0.0%	14%	i	-8%	3%
COc1cc(C2c3sc(=O)[nH]c3SC3C(=O)N(c4ccc(C)cc4)C(=O)C32)ccc1O (configuration not stated)	0%	0.9	9%	-1%	0.4%	9%	i	8%	5%
COc1cc(C(C(=O)NCc2ccccc2)N(Cc2ccco2)C(=O)c2cnccn2)cc(OC)c1OC (configuration not stated)	1%	0.4	2%	-3%	3.8%	5%	i	12%	-3%
CN(C(=O)c1ccc(NC(=O)Cc2ccc(NC(=O)C3CCCN(C(=O)c4ccccc4)C3)cc2)cc1)C1CCCC1 (configuration not stated)	nt	2.6	2%	-16%	3.4%	?	i	3%	0%
CCOC(=O)C[C@H]1c2cc(F)ccc2S(=O)(=O)N1C(C)(C)C	nt	-1.5	6%	?	12%	-12%	i	-2%	-26%
O=C1N=C(N2CCOCC2)S/C1=C\c1cccnc1	2%	-7.7	-1%	-5%	-0.1%	2%	i	9%	5%
Cn1c2ccccc2c2nnc(SCC(=O)Nc3cccc(O)c3)nc21	1%	-2.1	-9%	-1%	18%	?	i	3%	-7%
O=C(N1CCOCC1)N1c2ccccc2CC(N2CCOCC2)c2ccccc21 (configuration not stated)	-1%	1.0	9%	-5%	-0.6%	nt	i	1%	-1%
O=C1C=C(NC2CCCCC2)CCC1	-1%	0.3	-3%	-4%	0.2%	-13%	i	10%	4%
CC(C)C(=O)OC1=CN(Cc2ccccc2)S(=O)(=O)c2ccccc21	nt	nt	10%	?	-0.1%	9%	nt	nt	nt
Cc1cc(C)cc(OCc2nnc(SCC(=O)N3CCN(c4ccccc4)CC3)o2)c1	2%	-1.7	10%	15%	0.4%	nt	i	5%	-2%
O=C(Cc1ccc(S(=O)(=O)N2CCOCC2)s1)NCC(=O)Nc1ccccc1Br	-1%	-3.9	0%	-2%	1.9%	0%	i	1%	21%
COc1cccc(C(=O)CSc2nc3ccccc3n2CC(=O)N2CCOCC2)c1	-2%	-2.0	-5%	?	-0.4%	6%	i	4%	7%
CC(=O)c1cccc(NCC(=O)c2ccc(C)c([N+](=O)[O-])c2)c1	-2%	0.8	1%	3%	6.0%	19%	i	3%	-7%
CC(C)C(NC(=O)C12CC3CC(CC(C3)C1)C2)C(=O)N/N=C/C1=C(N2CCOCC2)C(=C\c2cccc([N+](=O)[O-])c2)/CC1 (configuration not stated)	0%	-0.1	-2%	-3%	4.3%	9%	i	-5%	12%
Cc1cc(OCC(=O)NCCCn2ccnc2)c2c(C)c(C)c(=O)oc2c1	-2%	0.0	4%	0%	2.2%	-9%	i	13%	10%
Cc1ccc(S(=O)(=O)NC(C)(C)CSc2nncn2N)cc1	0%	-1.2	-5%	5%	-0.2%	nt	i	-8%	11%
CCOC(=O)c1ccc(N2C(=O)CC(SCC(=O)Nc3ccc(S(N)(=O)=O)cc3)C2=O)cc1 (configuration not stated)	2%	-2.6	-2%	-6%	-0.6%	1%	i	10%	-5%
Cc1cccc(S(=O)(=O)Nc2nc3ccccc3nc2OC(C)C)c1	-1%	-7.4	-3%	-17%	20%	-5%	i	8%	-6%

An excerpt from above in order of their number in TGFb inhibitor, smallest number first:
SMILES | MmCpn inh | CCT modulator | TGFb inhibitor | pAkt inh | EPAC2 agonist | EPAC2 antagonist
COc1cccc(C(=O)NC2CC(C)(C)Cc3c2cnn3-c2cccc(F)c2)c1OC (configuration not stated) | -1% | -8.0 | -26% | i | 12% | -6%
Cc1ccc(Nc2nc(-c3ccc(C)cc3)c(CC(=O)O)s2)cc1 | -2% | -2.5 | -11% | i | 10% | -3%
CC(=O)c1cccc(NCC(=O)c2ccc(C)c([N+](=O)[O-])c2)c1 | -2% | 0.8 | 3% | i | 3% | -7%
Cc1cc(C)cc(OCc2nnc(SCC(=O)N3CCN(c4ccccc4)CC3)o2)c1 | 2% | -1.7 | 15% | i | 5% | -2%

The listing continues.
SMILES	MmCpn inh	CCT modulator	A549 tox	TGFb inhibitor	Nrf2 activator	Nrf2 block	pAkt inh	EPAC2 agonist	EPAC2 antagonist
Cc1ccccc1CC(=O)Nc1ccc2c(c1)CCC2	-2%	-1.0	-2%	0%	-0.7%	2%	i	-6%	-1%
Cc1ccccc1NC(=O)c1cc2c([nH]c1=O)CC(C)(C)CC2=O	nt	nt	-2%	14%	8.0%	?	nt	nt	nt
Cc1ccc(C)c(NC(=O)CN(C)C(=O)c2cccc(N3C(=O)CCC3=O)c2)c1	-2%	0.5	-2%	2%	-0.2%	11%	i	9%	6%
c1ccc(-c2noc(CSc3nc4ccccc4o3)n2)cc1	0%	1.0	?	-1%	7.1%	19%	i	10%	9%
COC(=O)c1cccc(NC(=O)CSc2nnc(C)o2)c1	1%	-1.2	2%	2%	0.5%	10%	i	1%	32%[activator]
O=C(CSc1ccc2ccccc2c1)Nn1cnnc1	-1%	-1.1	0%	0%	-0.5%	5%	i	-14%	2%
